From PubChem
Nrf2 inh: blocks Nrf2 signaling. Potency, µM (titrated, usually from 46 µM), without a hit: at the top dose activity change, negative = inhibition, hits mostly inhibitors. AID 504444. A549 ARE-Fluc reporter, luciferase luminescence, 18-24 h. 360,000 compounds, 2.1% hits; also: potency is read from the fitted curve at half-maximal effect; % is scaled to controls: 0 for no effect and ±100 for the full control effect; nearly all actives have a fitted effect of over 60% in size
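Nrf2 activity is the BugLite luminescence, read 15 min after reagent at room temperature, following CellTiter-Fluor cytotoxicity readout (30 min, 37C). Compound titrations were applied for 18-24 h to 5000 A549 ARE_Fluc cells/well in 5% FBS OPTI-MEM.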
S2 tox: cell viability loss in ATXN counter-screen. S2 cells (HEK-293 line with an ATXN2-luciferase reporter) viability, CellTiter-Fluor protease fluorescence, 24 h. Potency, µM (titrated, usually from 56.7 µM), actives largely listed as cytotoxic. 400,000 compounds, 0.49% hits. AID 651635; also: potency is read from the fitted curve at half-maximal effect; nearly all actives have a fitted effect of over 40% in size
A549 tox: A549 cytotoxicity, counter-screen for Nrf2 inhibitors | Potency, µM (highest dose often 46 µM), for the others: at the highest dose activity change, negative = cytotoxicity, usual class: inhibitors | 390,000 compounds, 0.16% hits | A549 ARE-Fluc cells, CellTiter-Fluor viability, 18-24 h; also: potency is read from the fitted curve at half-maximal effect; % is scaled to controls: 0 for no effect and ±100 for the full control effect
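A549 ARE_Fluc cells in 5% FBS OPTI-MEM were exposed to compounds in concentration-response for 18-24 h at 37 deg C. Viability was read by CellTiter-Fluor fluorescence (Ex 405/Em 525) after 30 min, before the luciferase read.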
IL-1B inflam inh: inhibitors of inflammasome signaling (IL-1 beta secretion) | THP-1 LPS/ATP IL-1B secretion, AlphaLISA, 16 h; active compounds read low | 360,000 compounds, 4.7% hits | AID 743279 | activity change, % at 57.5 µM; in the data active = activity change below about -50%; inconclusive = mostly about -30% to -49%; also: % is scaled to controls: 0 for no effect and ±100 for the full control effect
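THP-1 cells pretreated 1 hr with compounds (up to 57.5 uM final), then stimulated with LPS (250 ng/mL final) plus ATP (1.25 mM final); secreted IL-1B measured by AlphaLISA after 16 hr, decreased signal indicating inhibition.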
ATXN2 expr inh: inhibitors of ATXN2 expression. HEK-293 ATXN2-luciferase reporter, luminescence, 24 h. Potency, µM (doses to about 57 µM), without a hit: at the top dose activity change, negative = inhibition, most hits filed as inhibitors. 360,000 compounds, 0.72% hits. AID 1745845; also: potency is read from the fitted curve at half-maximal effect; % is scaled to controls: 0 for no effect and ±100 for the full control effect; nearly all actives have a fitted effect of over 55% in size
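qHTS (up to 57 uM final) was run with 24 h compound exposure of reporter cells at 37 °C. Each well was multiplexed: SteadyGlo luminescence measured ATXN2-luciferase expression after a fluorogenic Gly-Phe-AFC viability readout (25 uM final).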
Nrf2 ARE act: activates Nrf2 signaling; AREc32 ARE-luciferase reporter (MCF7-derived line), luminescence, 24 h; Potency, µM (highest dose often 46.1 µM), inactives show at the highest dose activation, actives largely listed as activators; 410,000 compounds, 0.31% hits; also: potency is read from the fitted curve at half-maximal effect; % of control where 0% means no effect; nearly all actives have a fitted effect of over 65% in size
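ARE activation measured as luciferase luminescence (Steady-Glo, 30 min RT) in AREc32_Fluc cells after 24 hr compound exposure at 37 deg C, 5% CO2; cells seeded overnight at 1000/well in OPTI-MEM, 5% FBS.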
TGFb SMAD3 inh: blocks TGF-b signaling; Potency, µM (top dose mostly 46.1 µM), inactives show top-dose activity, negative = inhibition, actives largely listed as inhibitors; HepG2 CAGA-GFP TGF-b/SMAD3 reporter, GFP fluorescence, 18 h; TGF-beta stimulated, 500 pg/mL final; 410,000 compounds, 1.2% hits; AID 588855; also: potency is read from the fitted curve at half-maximal effect; % is scaled to controls: 0 for no effect and ±100 for the full control effect; nearly all actives have a fitted effect of over 65% in size
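Cell-based qHTS in HEPG2 carrying a CAGA-GFP Smad reporter; compounds added before 500 pg/mL final TGF-beta, 18 h incubation at 37 degrees C, GFP fluorescence quantified per cell by imaging cytometry.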
MCF10A rereplic: induces DNA re-replication in MCF 10a normal breast cells; AID 624296; MCF 10A DNA re-replication, Hoechst nuclear intensity, 48 h; Potency, µM (titrated, usually from 46.1 µM), for the others: top-dose activity, positive = re-replication, most hits filed as activators; 350,000 compounds, 2.9% hits; also: potency is read from the fitted curve at half-maximal effect; % of control where 0% means no effect; nearly all actives have a fitted effect of over 50% in size
HepG2 tox: counter-screen for TGF-b inhibitors: cytotoxicity in HepG2 cells; HepG2 CAGA-GFP viability, ATP luminescence, 18 h; Potency, µM (titrated, usually from 46.1 µM), for the others: top-dose activity change, negative = cytotoxicity, usual class: cytotoxic; 410,000 compounds, 0.76% hits; AID 588856; also: potency is read from the fitted curve at half-maximal effect; some results filed as inactive show a strong effect at the top dose
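HepG2 CAGA-GFP cells (1000/well, DMEM with 1% FBS) received compound, then TGF-beta at 500 pg/mL final, and were incubated 18 hours at 37 degrees C. Viability was read by CellTiter-Glo luminescence. Media-only wells were set as complete cell-killing and DMSO as no toxicity.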
* hit, by the source's call; i = inactive; ? = inconclusive; . = no result given; [ ] = dose if it differs, or a comment. Unless noted, calls follow the shape of the dose curve; as a rule, active = well fitted curve in the direction sought with a large enough effect; inconclusive = small, poorly fitted or top-dose-only effect, or another doubt; inactive = no such curve, though single readings can be large; an effect the other way counts as inactive or inconclusive.

SMILES	Nrf2 inh	S2 tox	A549 tox	IL-1B inflam inh	ATXN2 expr inh	Nrf2 ARE act	TGFb SMAD3 inh	MCF10A rereplic	HepG2 tox
COc1ccc(-c2sc3ccc(N4CCOCC4)cc3c2C#CC(C)(C)O)cc1	7%	?	-5%	38	-2%	3.9%	3%	5%	-24%
O=C(CSc1nc2ccc(Cl)cc2[nH]1)Nc1ccc2c(c1)CCC2	-3%	i	-2%	4	5%	5.0%	?	?	-30%
COCCN1C(=O)N[C@@H](c2ccccc2)[C@H](C(=O)OC)[C@H]1C	5%	i	-1%	10	4%	-1.0%	?	5%	3%
COn1c(-c2ccccc2)nc2c1CCc1nonc1-2	-7%	i	-12%	-27	-8%	-0.6%	6%	-1%	-25%
O=C(c1ccc(NC2=NC3CS(=O)(=O)CC3S2)cc1)N(CCO)Cc1ccccc1 (stereo not given)	2%	i	1%	-23	-7%	0.0%	10%	-4%	8%
CCOC(=O)CNC(=O)CSc1nnc(-c2ccccc2OC)n1CC	.	i	-25%	18	-16%	0.2%	5%	17%	-8%
CNc1ncc(Cc2ccccc2)s1	8%	i	0%	-4	9%	0.3%	16%	14%	-2%
COc1cc(SC)ccc1C(=O)Nc1cccc(S(=O)(=O)NC2=NCCC2)c1	?	i	0%	?	8%	0.1%	-5%	12%	-19%
Cc1nc(NC(=O)c2ccccc2)sc1-c1cc(C(=O)O)nn1Cc1ccccc1	.	i	.	7	17%	21%	0%	.	6%
CC(NC(=O)C12CC3CC(CC(O)(C3)C1)C2)c1ccc(Cl)cc1Cl (stereo not given)	10%	i	2%	11	-16%	-0.7%	-1%	-4%	7%
CC1=NOC(=O)/C1=C\c1ccc(-c2ccc(Cl)cc2Cl)o1	?	.	0%	-62*	?	0.6%	-10%	?	-28%
Cc1ccc2c(c1)[C@H]1[C@H](CO2)[C@H](c2ccccc2)[C@]2(C)C(=O)Nc3ccc(F)cc3C(=O)N12	?	?	1%	-61*	?	-0.2%	-20%	3.3µM*	-27%
COc1nc(N(C)C)nc(N(OC)S(=O)(=O)c2ccccc2Cl)n1	1%	i	4%	-11	4%	-0.3%	-15%	-4%	-7%
CC(Cc1cccnc1)NC(=O)c1ccccc1OC1CCN(S(C)(=O)=O)CC1 (stereo not given)	6%	i	-12%	23	7%[11.3 µM]	-0.3%	3%	-2%	7%
CN(C)S(=O)(=O)N(CC(=O)NCCSCc1ccccc1Cl)c1ccccc1	.	.	-1%	.	.	4.2%	-33%	.	-14%
O=C(CN1C(=O)c2ccccc2S1(=O)=O)NCc1cccnc1	3%	i	10%	-20	5%	-0.4%	?	0%	-53%
CC(Sc1ccccc1F)C(=O)Nc1cccc(S(=O)(=O)N2CCOCC2)c1 (stereo not given)	5%	i	0%	-19	3%	0.3%	-11%	6%	-14%
O=C(Nc1ccccc1N1CCN(C(=O)c2ccccc2)CC1)c1cc(Br)ccc1Cl	?	i	-8%	-29	?	2.4%	9%	-187%[0.0737 µM]	-20%
CC(C)[C@H](NC(=O)N1CC(=O)Nc2ccccc21)C(=O)N[C@H](Cc1ccccc1)C(=O)O	6%	i	-2%	9	5%	-1.0%	20%	-2%	6%
COCCN(Cc1cccs1)S(=O)(=O)c1ccc(-c2ccc(=O)[nH]n2)s1	-30%	i	1%	12	-7%	3.0%	11%	1%	2%
CC(OC(=O)c1ccc(S(=O)(=O)NCc2ccco2)cc1)C(=O)Nc1ccccc1 (stereo not given)	-11%	i	-8%	-7	-13%	3.8%	-13%	-2%	-20%
CN(Cc1cnccn1)Cc1cn(Cc2ccccc2)nc1-c1ccc2c(c1)OCO2	?	i	2%	30	-7%	2.9%	-4%	-3%	6%
CCOC(=O)c1cc2c(=O)n3ccccc3nc2n(CC2CCCO2)c1=NC(C)=O (stereo not given)	5%	.	10%	-13	8%	2.1%	-3%	?	-17%
CCc1ccc(C(C)NC(=S)NC2CCCCC2)cc1 (stereo not given)	?	i	12%	10	-38%	-0.7%	?	?	-44%
CC(C)C(c1nnnn1C1CCCC1)N1c2ccccc2CC1C (stereo not given)	?	i	?	-5	-6%	-0.1%	9%	?	-20%
O=C(CCC1CCN(C(=O)c2ccccc2Cl)CC1)NCc1ccc(F)cc1	6%	i	-11%	i	7%	0.1%	9%	?	0%
OC1CCN(Cc2nc(Cc3ccccc3Cl)no2)CC1	23%	i	0%	-4	1%	0.1%	2%	2%	-4%
CN(C)C(=O)CSc1n[nH]c(=O)n1CCc1ccccc1	5%	i	0%	6	4%	-0.2%	10%	4%	-1%
Cc1nn(-c2cccc(Cl)c2)c2c1C(c1ccncc1)C(C#N)=C(N)O2 (stereo not given)	0%	i	-19%	?	-9%	0.1%	-29%	?	-50%
CCOC(=O)NCc1cc(-c2nn(C)c(=O)c3ccccc23)ccc1C	?	i	-10%	13	5%	6.9%	-10%	-6%	-2%

Brought forward from above: 5 compounds; new compounds follow.
SMILES	Nrf2 inh	S2 tox	A549 tox	IL-1B inflam inh	ATXN2 expr inh	Nrf2 ARE act	TGFb SMAD3 inh	MCF10A rereplic	HepG2 tox
O=C(CCC1CCN(C(=O)c2ccccc2Cl)CC1)NCc1ccc(F)cc1	6%	i	-11%	i	7%	0.1%	9%	?	0%
OC1CCN(Cc2nc(Cc3ccccc3Cl)no2)CC1	23%	i	0%	-4	1%	0.1%	2%	2%	-4%
CN(C)C(=O)CSc1n[nH]c(=O)n1CCc1ccccc1	5%	i	0%	6	4%	-0.2%	10%	4%	-1%
Cc1nn(-c2cccc(Cl)c2)c2c1C(c1ccncc1)C(C#N)=C(N)O2 (stereo not given)	0%	i	-19%	?	-9%	0.1%	-29%	?	-50%
CCOC(=O)NCc1cc(-c2nn(C)c(=O)c3ccccc23)ccc1C	?	i	-10%	13	5%	6.9%	-10%	-6%	-2%
CCOc1ccc(C2C(C(N)=O)=C(C)Nc3nc(-c4ccc(OC)cc4)nn32)cc1 (stereo not given)	-3%	i	-3%	.	-5%	0.7%	-5%	.	-5%
CSCCC(NS(=O)(=O)c1ccccc1)C(=O)OC(C)C(=O)Nc1ccc(Cl)cn1 (stereo not given)	5%	i	2%	57	5%	-0.6%	7%	7%	2%
CCOC(=O)c1cccc(NC(=O)Cn2nc(C)n3cccc3c2=O)c1	16%	i	1%	-8	.	-0.3%	15%	-5%	-5%
O=C(O)c1ccc(N2C(=O)c3cccc(Oc4ccc(Cl)cc4)c3C2=O)cc1	-7%	i	2%	-15	-19%	0.6%	0%	1%	7%
Cc1ccccc1NC(=O)NCCc1ccc(Cl)cc1	14%	i	5%	0	-11%	-0.7%	-4%	?	7%
Cc1ccc(C(=O)CCc2ccc(N)cc2)cc1	?	i	-2%	?	21%	-0.2%	-19%	4%	-14%
CC(C)c1ccc(CN(Cc2ccco2)c2cnc(S(C)(=O)=O)nc2C(=O)Nc2ccc(F)cc2)cc1	3%	i	4%	.	14%	-0.5%	?	.	-2%
O=c1c2ccccc2cnn1-c1ccc(Cl)nn1	?	i	10%	5	-3%	4.6%	8%	-1%	-26%
O=c1[nH]cnc2c1c(-c1ccccc1)cn2-c1cccc(Cl)c1	5%	?	0%	-7	.	3.9%	?	-3%	-34%
N#CCCN(CCC#N)C(=O)C1c2ccccc2Oc2ccccc21	-16%	i	0%	-2	-11%	0.1%	6%	7%	8%
CS(=O)(=O)Nc1cccc(C(=O)OCCCOc2ccc(F)cc2)c1	7%	i	-2%	20	-12%	0.0%	0%	3%	-21%
Cc1ccc(C(=O)Nc2ccccc2-c2ccccc2)cc1[N+](=O)[O-]	?	i	?	-8	-19%	-0.6%	2%	22%	-17%
CCOC(=O)[C@H]1[C@H]2COc3ccc(OC)cc3[C@@H]2N2C(=O)c3cc(OC)c(OC)cc3NC(=O)[C@@]12C	?	i	0%	-55*	?	-2.4%	3%	?	-3%
COc1ccc(OC)c(/C=N/NC(=O)c2cc3c(OC)c(OC)ccc3[nH]2)c1	-10%	i	3%	32	.	6.4%	-3%	?	-14%
CCc1ccc(NC(=O)CNC(=O)Cn2c(C)cc3ccccc3c2=O)cc1	0%[9.27 µM]	i	4%	.	16%	-0.5%	5%	.	0%
CCN(CC)CCCn1c(C)cc2c(c1=O)C(c1cccc(Cl)c1)C(C#N)=C(N)O2 (stereo not given)	21%	i	1%	-28	6%	-0.1%	8%	?	-5%
O=C(c1ccc(Cl)cc1)c1oc2ccccc2c1CS(=O)c1ccccc1 (stereo not given)	?	i	-18%	-7	?	2.5%	-1%	?	8%
CCC(C)(C)c1ccc(OCC(=O)Nc2ccncc2)cc1	-5%	i	4%	-12	3%	-0.2%	-15%	16%	-8%
CC(=O)OCCn1c(C)[n+](CCOC(C)=O)c2cc(Cl)c(Cl)cc21	-1%	?	-3%	-9	?	-0.9%	6%	12%	5%
CCCN(CCC)C(=O)CC(c1ccc(F)cc1)c1ccco1 (stereo not given)	?	i	-18%	?	-26%	4.6%	-13%	?	-25%
CN(C)/C=C/C(=O)Oc1ccc(Cl)cc1Cl	1%	i	4%	0	-24%	0.3%	1%	1%	8%
Cc1ccc(S(=O)(=O)NC(=O)Nc2ccc(F)cc2)cc1	-26%	i	-20%	4	-1%	-0.2%	0%	7%	-10%
Cc1ccn2cc(CCNS(=O)(=O)c3ccc([N+](=O)[O-])cc3)nc2c1	-20%	i	-7%	8	4%	0.3%	-2%	11%	-5%
CCOC(=O)C1CCCN(C(=O)c2ccc([N+](=O)[O-])cc2)C1 (stereo not given)	21%	i	-1%	4	5%	0.4%	0%	-1%	2%
O=C(CSc1nc2ccc(Cl)cc2[nH]1)c1cccs1	9%	i	8%	36	.	?	-4%	16%	-9%
